Source: PubChem BioAssay (several laboratories)
hcDAF-12 act = activates DAF-12 receptor from parasite H. contortus; HEK293 hcDAF-12 lit1-tk-luc reporter, luminescence; 0% DMSO, 100% Δ7-dafachronic acid; activation, % at 6.8 µM; AID 652067; hit rate 1.4% among 370,000;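 active = activation above the mean of all tested compounds plus 3 SD, cut at about 5.5% in these data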;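 note: 100% = response to 3 µM Δ7-dafachronic acid high control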
hgDAF-12 ag = agonists of H. glycines DAF-12 nuclear receptor; HEK293 GAL4-hgDAF12 UAS-luciferase reporter, agonist luminescence; normalized to butyrate control; hit rate 1.8% among 370,000; activation, % at 6.8 µM; AID 687014;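 active = activation above a cutoff set at the mean of all screened compounds plus 3 SD, cut at about 10% in these data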;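 note: 0% = DMSO wells and 100% = sodium butyrate wells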
DAX1 inh-1 = NR0B1 (DAX1) inhibition; HEK293 Gal4-DAX1 luciferase reporter, luminescence; inhibition, % at 6.75 µM; hit rate 0.99% among 340,000; AID 504766;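 active = inhibition above the mean over all tested compounds plus 3 SD, cut at about 4.2% in these data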;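 note: 0% = DAX1-transfected cells with DMSO and 100% = empty-vector control cells with DMSO; inhibition shows as a rise in luminescence from relieved DAX1 repression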
SMARCA2 act = activators of SMARCA2 function | activation, % at 9.1 µM | AID 652017 | MG213 cells, MMTV-luciferase reporter, dexamethasone, overnight | hit rate 1% among 370,000; in the data active = activation above about 7.8%;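 note: 0% = vehicle wells and 100% = reference activator wells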
ADAM17 inh = inhibitors of human ADAM17; P78536; recombinant ADAM17, EDANS/DABCYL FRET peptide cleavage; inhibition, % at 6.95 µM; hit rate 0.83% among 370,000; AID 720648;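 active = inhibition above the mean of compounds lying between control limits plus 3 SD, set per campaign, cut at about 8.5% in these data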;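 note: 0% = DMSO-only wells as the low control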
MBD2 inh = MBD2-methylated oligo binding inhibition | inhibition, % at 4.4 µM | Q9UBB5 | hit rate 0.31% among 370,000 | TR-FRET, MBD2 binding to methylated oligonucleotide; in the data active = inhibition above about 13%
ssDAF-12 act = activators of S. stercoralis DAF-12 nuclear receptor; HEK293 ssDAF-12/GRIP1 lit1-tk-luc reporter, luminescence; % of 3 µM dafachronic acid response; activation, % at 6.8 µM; hit rate 1% among 370,000; AID 652126;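 active = activation above the mean over all tested compounds plus 3 SD, cut at about 0.9% in these data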;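 note: 0% = DMSO-only wells and 100% = 3 µM delta7-dafachronic acid wells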
NR1D1 modulator = modulators of human Rev-erb alpha DNA binding; activity, % at 10 µM; Rev-erbα–FITC-DNA binding, fluorescence polarization, 90 min; P20393; hit rate 0.79% among 370,000;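 active = activity above about 14%, limit read from the data; passing the limit was not always enough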;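 note: 0% = DMSO wells with 35 nM protein and 100% = DMSO wells with 750 nM protein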
PLCb3 inh = blocks human PLC-beta3 enzyme activity; hit rate 0.18% among 370,000; AID 720704; inhibition, % at 12.2 µM; Purified PLC-beta3, fluorogenic substrate, fluorescence; Q01970; in the data active = inhibition above about 11%;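 note: 0% = median of compound wells on plate and 100% = full blocker control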
PLCg1 inh = blocks human PLC-gamma1 enzyme activity | AID 720700 | purified PLC-gamma1, fluorogenic substrate, fluorescence | hit rate 0.84% among 370,000 | inhibition, % at 12.2 µM | P19174; in the data active = inhibition above about 9.5%
Target sequence (P19174 whole entry, looked up): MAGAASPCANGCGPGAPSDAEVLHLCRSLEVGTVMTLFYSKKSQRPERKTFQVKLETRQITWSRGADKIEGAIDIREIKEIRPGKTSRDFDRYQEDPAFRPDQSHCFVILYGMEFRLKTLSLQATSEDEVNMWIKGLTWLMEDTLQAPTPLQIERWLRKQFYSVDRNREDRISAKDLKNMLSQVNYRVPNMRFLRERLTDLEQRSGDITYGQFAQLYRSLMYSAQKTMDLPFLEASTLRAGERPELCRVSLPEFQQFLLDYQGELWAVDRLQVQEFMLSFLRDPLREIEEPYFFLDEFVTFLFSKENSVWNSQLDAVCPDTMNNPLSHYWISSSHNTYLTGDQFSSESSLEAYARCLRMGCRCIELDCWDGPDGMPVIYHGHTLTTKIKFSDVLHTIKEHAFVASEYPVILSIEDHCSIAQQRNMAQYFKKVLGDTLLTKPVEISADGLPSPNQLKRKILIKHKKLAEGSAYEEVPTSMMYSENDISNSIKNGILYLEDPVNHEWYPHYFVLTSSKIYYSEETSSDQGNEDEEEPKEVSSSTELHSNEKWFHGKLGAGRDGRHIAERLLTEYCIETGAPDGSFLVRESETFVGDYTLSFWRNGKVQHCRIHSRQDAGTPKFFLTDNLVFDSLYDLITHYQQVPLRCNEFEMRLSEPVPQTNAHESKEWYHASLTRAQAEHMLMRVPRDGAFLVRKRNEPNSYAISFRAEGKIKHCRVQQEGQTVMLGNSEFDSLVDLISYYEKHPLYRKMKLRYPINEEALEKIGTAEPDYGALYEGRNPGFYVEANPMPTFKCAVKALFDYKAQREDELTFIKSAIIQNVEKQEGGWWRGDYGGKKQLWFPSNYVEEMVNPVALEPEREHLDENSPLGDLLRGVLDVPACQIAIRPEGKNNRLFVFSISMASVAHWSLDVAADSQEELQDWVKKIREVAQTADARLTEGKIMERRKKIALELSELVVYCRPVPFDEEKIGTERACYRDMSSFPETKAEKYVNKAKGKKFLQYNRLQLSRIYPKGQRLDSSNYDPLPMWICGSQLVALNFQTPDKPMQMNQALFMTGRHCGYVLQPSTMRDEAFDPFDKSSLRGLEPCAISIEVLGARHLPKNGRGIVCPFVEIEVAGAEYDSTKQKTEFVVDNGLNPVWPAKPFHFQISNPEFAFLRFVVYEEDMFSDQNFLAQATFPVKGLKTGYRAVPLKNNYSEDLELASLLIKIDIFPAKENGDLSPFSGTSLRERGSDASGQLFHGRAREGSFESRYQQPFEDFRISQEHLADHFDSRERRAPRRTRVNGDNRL
DAX1 inh-2 = blocks DAX1 repression of SF-1 activated StAR promoter; HEK293T StAR-luciferase reporter, SF-1/DAX-1 repression relief; inhibition, % at 6.8 µM; hit rate 1.1% among 370,000; AID 652010;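 active = inhibition above the mean over all tested compounds plus 3 SD, cut at about 3.6% in these data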;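 note: 0% = DAX-1 cells with DMSO and 100% = cells lacking DAX-1 with DMSO; higher inhibition means more luminescence from relief of DAX-1 repression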
* marks the source's active call; other numbers are inactive results; . = not tested or not shown. Random draw from the library, and some 7.4% of all compounds hit somewhere here.

SMILES	hcDAF-12 act	hgDAF-12 ag	DAX1 inh-1	SMARCA2 act	ADAM17 inh	MBD2 inh	ssDAF-12 act	NR1D1 modulator	PLCb3 inh	PLCg1 inh	DAX1 inh-2
Cc1ccc([N+](=O)[O-])cc1S(=O)(=O)NCCc1c(C)[nH]c2ccccc12	-1.7	0.4	-0.1	-1	3	2	-1.6	2	2	0	-0.2
O=C(CSc1nc(-c2cccs2)cc(C(F)(F)F)n1)NCc1ccccc1	-1.6	-0.3	-1.3	1	-37	5	-2.1	0	-26	-11	-0.2
O=C(NCc1ccccc1F)Nc1nnc([C@H]2C[C@H](O)[C@@H](CO)O2)s1	1.5	0.7	.	-2	-6	-1	-1.1	-8	-2	-1	-0.1
Cc1ccc(/C=N/N=C/c2ccc(C)s2)s1	9.1*	18*	2.7	4	0	1	0.5	-4	3	6	5.1*
CC1CN(C(=O)CCC(=O)NCc2ccccc2Cl)c2ccccc2S1 (stereo not drawn)	-2.5	0.4	0.6	0	2	0	-1.5	-2	4	4	0.1
COc1ccc2cc(CCNC(=O)CC(C)(C)C)c(=O)[nH]c2c1	2.1	2.4	1.3	0	-10	-3	-0.8	5	1	-2	-0.2
CC(=O)Nc1sc(-c2ccc(Cl)cc2)nc1-c1ccccc1	-2.6	0.3	0.0	-5	-8	4	-0.4	4	-9	-1	0.1
COc1ccc(C2(C)NC(=O)N(CC(=O)c3cc(C)n(C4CC4)c3C)C2=O)cc1OC (stereo not drawn)	-1.3	0.0	-0.5	0	0	0	-1.2	3	-6	-1	-1.1
O=C(NC1CCCCC1)C(c1ccccc1F)N(C(=O)c1csnn1)C1CCCC1 (stereo not drawn)	-1.6	0.2	-0.7	0	-2	-1	-0.8	-3	-1	0	0.2
CC1CCN(CCCNC(=O)CN2C(=O)CSc3ccc(S(=O)(=O)N4CCCCC4)cc32)CC1	-0.4	1.1	-0.1	0	-1	-6	-1.2	-2	-4	1	4.6*
CCOC(=O)c1ccccc1NC(=O)COC(=O)Cc1ccccc1F	-1.3	0.0	-0.3	0	-1	-3	-1.1	3	-9	-1	0.3
CCCC(=O)NC(=S)Nc1ccccc1F	1.6	0.9	-0.4	2	-1	1	-0.8	1	1	-1	0.6
CCN(CC)C(=O)CC(c1ccc2c(c1)OCO2)c1c(OC)cc(OC)c2c(-c3ccccc3)cc(=O)oc12 (stereo not drawn)	-2.5	-1.0	-1.9	1	0	-4	-1.6	-3	-44	-37	-1.0
CCOC(=O)c1cc(NC(=O)Nc2nccs2)c(C)nc1C	-1.8	1.7	-1.8	-1	0	-6	-1.7	-1	1	1	-0.8
O=C(Nc1ccc(F)cc1F)c1cc(Cl)sc1Cl	-1.7	2.5	0.7	2	-2	2	-1.1	-1	1	2	0.5

Profiles, looked up by structure.
`O=C(CSc1nc(-c2cccs2)cc(C(F)(F)F)n1)NCc1ccccc1` is listed as hcDAF-12 act: -1.6; hgDAF-12 ag: -0.3; DAX1 inh-1: -1.3; SMARCA2 act: 1; ADAM17 inh: -37; MBD2 inh: 5; ssDAF-12 act: -2.1; NR1D1 modulator: 0; PLCb3 inh: -26; PLCg1 inh: -11; DAX1 inh-2: -0.2
`Cc1ccc(/C=N/N=C/c2ccc(C)s2)s1` is listed as hcDAF-12 act: 9.1*; hgDAF-12 ag: 18*; DAX1 inh-1: 2.7; SMARCA2 act: 4; ADAM17 inh: 0; MBD2 inh: 1; ssDAF-12 act: 0.5; NR1D1 modulator: -4; PLCb3 inh: 3; PLCg1 inh: 6; DAX1 inh-2: 5.1*

Marked active in hcDAF-12 act, of those listed so far:
smiles,hcDAF-12 act,DAX1 inh-1,SMARCA2 act,ADAM17 inh,MBD2 inh,ssDAF-12 act,NR1D1 modulator,PLCb3 inh,PLCg1 inh,DAX1 inh-2
Cc1ccc(/C=N/N=C/c2ccc(C)s2)s1,9.1*,2.7,4,0,1,0.5,-4,3,6,5.1*

Next entries follow:
SMILES	hcDAF-12 act	hgDAF-12 ag	DAX1 inh-1	SMARCA2 act	ADAM17 inh	MBD2 inh	ssDAF-12 act	NR1D1 modulator	PLCb3 inh	PLCg1 inh	DAX1 inh-2
Clc1ccccc1Cn1nnc(-c2ccccc2)n1	0.1	2.0	-0.1	2	0	2	4.3*	0	-2	2	0.3
OCCC(N1CCOCC1)C(O)(c1ccccc1)c1ccccc1 (stereo not drawn)	0.0	-0.2	.	1	-4	7	-1.5	-6	-2	-1	0.3
COc1ccc(C(C(=O)NC2CCCCC2)N(CC2CCCO2)C(=O)C2COc3ccccc3O2)cc1OC (stereo not drawn)	-1.2	2.0	-1.0	2	0	4	-1.1	-7	0	3	-0.3
O=C(CN1CCN(S(=O)(=O)c2ccc(Br)cc2)CC1)N/N=C/c1ccc(Cl)c([N+](=O)[O-])c1	-1.4	-2.3	-0.1	2	11*	0	-0.8	-3	3	3	-0.4
Cc1ccc(S(=O)(=O)NNC(=O)Nc2cccc3ccccc23)cc1	3.3	2.5	-1.9	-1	-12	5	-0.4	-2	-18	-20	0.1
COc1ccc(-n2c(=O)n(Cc3ccccc3)c(=O)c3[nH]cnc32)cc1	-0.8	-2.1	-0.9	6	-2	0	-0.8	-6	-3	3	-0.5
COc1ccc(COCC(O)CN2CCC(CN3C(=O)c4cccc5cccc(c45)C3=O)CC2)cc1OC (stereo not drawn)	-2.9	1.3	-1.9	-3	-76	-2	-2.1	-1	-17	-17	-1.2
COC(=O)c1ccc(Cn2c(O)c(N=O)c3ccccc32)o1	-0.1	-2.4	0.7	-7	4	-8	-1.0	3	3	4	-0.3
O=C(NCCc1ccccc1)c1ccccc1SCC(=O)N1CCCC1	6.4*	6.0	-0.3	3	-9	1	1.2*	-2	-9	-2	2.1
O=C(CSc1ccccc1F)NNC(=O)c1cncc(Br)c1	-0.4	-0.7	1.9	-1	-2	3	-1.2	6	-2	6	-0.2
Cc1nn(CC(=O)N(C)C2CCS(=O)(=O)C2)c(C)c1S(=O)(=O)N(C)C (stereo not drawn)	-0.3	0.6	0.5	4	-1	-2	-1.5	-3	0	5	0.7
O=C(NCCCn1ccnc1)C(=O)NCC(c1ccco1)N1CCN(c2ccccc2)CC1 (stereo not drawn)	-2.2	3.1	1.9	-1	-3	-4	-1.8	8	-5	2	-0.7
CCn1c(SCC(=O)Nc2cccc(OC)c2)nc2ccccc2c1=O	-0.7	-3.8	0.4	0	-2	-4	-0.7	-1	-4	0	-0.2
COc1ccc(Nc2cc(Cl)ccc2C(=O)O)cn1	-0.4	0.3	-0.8	-3	-2	10	-0.5	-4	-16	-8	0.2
Cc1nc2ccccn2c1/C(O)=C1\C(=O)C(=O)N(CCN2CCOCC2)C1c1ccncc1 (stereo not drawn)	-1.4	-1.4	0.0	1	0	-7	-1.4	0	-1	-2	-0.7
CC(=O)c1c(N2CCOCC2)nc2ccc(Cl)cc2c1-c1ccccc1	-0.4	-0.7	-1.5	-3	-2	3	-1.5	31*	-39	-25	0.9
CCOc1ccc(C(CCc2ccccc2)NC(=O)c2ccccc2F)cc1OCC (stereo not drawn)	-1.2	2.0	0.5	0	6	-4	-0.5	-5	0	3	-0.3
COc1ccc(CC(=O)NC(c2ccccc2)c2ccccc2)cc1S(=O)(=O)N1CCOCC1	-1.9	-2.5	-0.9	0	0	2	-1.4	4	3	1	-1.3
O=C(CN1CCCN(S(=O)(=O)c2ccc(F)cc2)CC1)Nc1c(Cl)cccc1Cl	-3.2	2.2	-1.6	-3	-6	2	-0.8	2	-6	1	0.1
COc1cccc(C(=O)N2N=C(c3cccc(OC)c3)CC2(O)C(F)(F)F)c1 (stereo not drawn)	-0.5	0.4	0.3	-1	0	2	-1.9	-1	2	0	-0.5
CCOC(=O)N1CCN(C(=O)CCNS(=O)(=O)c2cc(Br)cnc2N)CC1	-0.6	0.5	-0.5	-2	-15	3	-1.0	1	-2	-3	-0.1
COc1ccc(-c2nnc(SCC(=O)NCCc3ccccc3)o2)cc1	-0.8	1.2	-0.1	-2	1	0	-1.2	-3	4	2	0.5
O=C(Nc1ccc(S(=O)(=O)N2CCCCC2)cc1)c1ccccc1Cl	-2.3	-0.8	-0.9	-4	-1	-5	-1.1	0	2	2	-1.4
CC(=O)c1ccc(NC(=O)C(C)NCc2ccccc2Cl)cc1 (stereo not drawn)	0.1	8.0	-0.3	-1	-4	6	-1.9	-2	-16	-1	0.2
Cc1cccc(CNC(=S)OCCN2CCCC23CCC(c2ccccc2)CC3)c1 (stereo not drawn)	2.2	1.9	.	.	4	-3	-1.7	-3	-1	4	.
O=C(O)c1ccc(-c2noc(-c3ccccc3F)n2)cc1	6.8*	7.5	-2.9	6	-6	4	0.4	-7	-2	1	2.5
CC1(C)CCCN(Cc2c(O)ccc3c(=O)c(-c4nc5ccccc5s4)c(N)oc23)C1	0.4	7.6	1.1	1	-24	3	-0.9	0	-92	-61	0.6
O=C(O)c1ccccc1C(c1ccc(O)cc1)c1ccc(O)cc1	-0.6	-2.5	-0.6	0	-4	6	-0.8	-4	-5	6	0.1
CCC(CO)Oc1cc(NC(=O)c2ccccc2C)c2ncn(C(C)C)c2c1 (stereo not drawn)	-2.0	-2.6	-1.5	-1	-4	0	-1.6	-3	-1	-1	-1.0
Cc1[nH]c2ccccc2c1/C=N/NC(=O)Nc1ccccc1	6.0*	9.2	3.1	1	2	-3	0.7	1	-4	-2	0.9
Cc1cc(C)n(-c2nnc(Cl)c3ccccc23)n1	-1.2	-0.9	1.7	2	-1	1	-1.7	-2	-2	1	-1.3
COC(=O)C1=C(C)N(Cc2cccc(C(F)(F)F)c2)C(=NCc2ccccc2C(F)(F)F)NC1c1ccccc1C(F)(F)F (stereo not drawn)	-0.7	0.2	.	1	-1	3	-0.5	0	4	-2	0.8
CCCC(=O)N(C)c1nnc(-c2ccc(OC)cc2)s1	-0.1	5.6	-0.3	-2	-4	-2	-0.5	-1	1	-1	0.0
CC(OC(=O)C1CCN(S(=O)(=O)c2ccccc2)CC1)C(=O)Nc1ncc(Cl)cc1Cl (stereo not drawn)	-0.7	-2.0	0.1	-3	1	1	-0.8	4	4	-3	-0.3
COc1ccc(N2CCN(S(=O)(=O)c3ccc(-n4cnnn4)c(C)c3)CC2)cc1	-1.3	-3.7	-1.0	-2	3	6	0.3	-17	2	0	-0.3
CCCCOC(=O)c1[nH]c2c(c1C)C(=O)CC(c1cc(OC)c(OC)c(OC)c1)C2 (stereo not drawn)	-6.6	-8.4	-7.8	-3	5	-7	-2.5	1	3	5	-5.0
CCOC(=O)c1oc2cc(O)cc(C)c2c(=O)c1-c1cscn1	-2.0	0.7	-0.3	-1	10*	2	-1.6	2	12*	4	-0.1

A stretch from the list above, for reference:
SMILES	hcDAF-12 act	hgDAF-12 ag	DAX1 inh-1	SMARCA2 act	ADAM17 inh	MBD2 inh	ssDAF-12 act	NR1D1 modulator	PLCb3 inh	PLCg1 inh	DAX1 inh-2
COc1ccc(COCC(O)CN2CCC(CN3C(=O)c4cccc5cccc(c45)C3=O)CC2)cc1OC (stereo not drawn)	-2.9	1.3	-1.9	-3	-76	-2	-2.1	-1	-17	-17	-1.2
COC(=O)c1ccc(Cn2c(O)c(N=O)c3ccccc32)o1	-0.1	-2.4	0.7	-7	4	-8	-1.0	3	3	4	-0.3
